Screening results: PubChem BioAssay, National Center for Advancing Translational Sciences (NCATS)
USP2a inh – qHTS Assay for Inhibitors of Ubiquitin-specific Protease USP2a Using CHOP2 as the Reporter; USP2 core, Ub-CHOP2 coupled fluorogenic reporter, 485/531; Potency, µM (highest dose often 38.3 µM), for the others: top-dose activity change, negative = inhibition, hits mostly inhibitors; 0.01% of 330,000 active; AID 463254, 2010;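 also: potency is read from the fitted curve at half-maximal effect; plate controls were DMSO wells for no effect and full inhibition by NEM control for full effect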
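Cell-free coupled assay: 10nM USP2 core preincubated 30min RT with compound in Tris-HCl pH 8.0/CaCl2/CHAPS buffer, then 25nM Ub-CHOP2 and 25nM reporter substrate; fluorescence (Ex 485/Em 531) read after 60min RT, normalized to NEM inhibition, concentration-response curves fitted.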
FBPA coupling cs – qHTS Assay for Inhibitors of Fructose-1,6-bisphosphate Aldolase from Giardia Lamblia: Coupling assay counterscreen. coupling enzyme system counterscreen, AmpLite Red fluorescence. activity change, negative = inhibition, % at 58.2 µM, hits read low. AID 2472, 2010. 0.67% of 290,000 active; in the data active = activity change below about -30%
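First, compound is pin-transferred into glyceraldehyde-3-phosphate coupling-enzyme reagent at 57.5 uM final and held 10 min at RT. Next, substrate, coupling system and AmpLite Red are added. After 20 min RT, fluorescence (525/598 nm) is read.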
KCNH2 WT inh – qHTS for Inhibitors of KCHN2 3.1: Wildtype qHTS; U2OS, BacMam KCNH2, thallium flux FluxOr; active compounds read low; activity change, % at 1.84 µM; 0.37% of 340,000 active;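 active = maximum activity change below -70%; inconclusive = maximum activity change between -70% and -50%; inactive = maximum activity change above -50%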
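U2OS cells were transduced with wild-type KCNH2 virus (2.03 x 10^8 / mL) for 4 h at room temperature, then cultured overnight at 37 C. Thallium flux was read with FluxOr dye. Rate constants were normalized to DMSO controls.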
Eya2 phos inh – qHTS Assay for Inhibitors of the Phosphatase Activity of Eya2; 0.006% of 330,000 active; recombinant Eya2, OMFP fluorescence dephosphorylation (OMFP is methylfluorescein phosphate); Potency, µM (series often up to 76.9 µM), for the others: top-dose activity, negative = inhibition, usual class: inhibitors; Protein phosphatase EYA2 (Homo sapiens), O00167; also: potency is read from the fitted curve at half-maximal effect
Target sequence (O00167 whole entry, looked up): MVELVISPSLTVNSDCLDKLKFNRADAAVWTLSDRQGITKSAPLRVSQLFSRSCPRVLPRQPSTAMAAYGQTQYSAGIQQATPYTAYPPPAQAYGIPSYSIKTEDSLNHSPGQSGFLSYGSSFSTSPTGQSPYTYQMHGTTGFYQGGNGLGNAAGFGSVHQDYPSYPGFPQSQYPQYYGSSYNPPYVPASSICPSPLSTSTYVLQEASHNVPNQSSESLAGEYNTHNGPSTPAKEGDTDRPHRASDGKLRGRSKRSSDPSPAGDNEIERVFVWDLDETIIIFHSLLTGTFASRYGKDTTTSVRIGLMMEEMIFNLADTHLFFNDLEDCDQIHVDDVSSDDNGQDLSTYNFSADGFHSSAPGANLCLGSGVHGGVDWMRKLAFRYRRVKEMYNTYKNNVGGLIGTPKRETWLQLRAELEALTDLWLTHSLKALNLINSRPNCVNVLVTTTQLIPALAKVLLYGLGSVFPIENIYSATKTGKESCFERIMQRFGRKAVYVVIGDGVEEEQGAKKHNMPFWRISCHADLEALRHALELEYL
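Eya2 (0.2 uM) preincubated 10 min at ambient with compound, then OMFP substrate added at 50 uM; 10 min reaction in 50 mM HEPES pH 7.5, 50 mM NaCl, 5 uM MgCl2, 0.05% BSA, 1 mM DTT. Fluorescence read at Ex 485/Em 525 nm.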
uPA generation – qHTS for Inhibitors of Cell Surface uPA Generation. 0.31% of 330,000 active. cell surface uPA generation assay, qHTS. Potency, µM (top dose mostly 38.3 µM), for the others: at the top dose activity change, negative = inhibition, actives largely listed as inhibitors. AID 540303, 2011; active = well fitted inhibition curve with a large enough effect; inconclusive = small, poorly fitted or top-dose-only effect; inactive = no such curve, though single readings can be large or run the other way; tested in mouse RAW 264.7 cells; also: potency is read from the fitted curve at half-maximal effect; nearly all actives have a fitted effect of over 55% in size
B2AR arrestin – qHTS assay of beta-arrestin-biased ligands of beta2-adrenergic receptor; Beta-2 adrenergic receptor (Homo sapiens), P07550; beta-arrestin recruitment to beta2AR, cell-based reporter; Potency, µM (series often up to 46.1 µM), for the others: top-dose activation, hits mostly activators; 0.02% of 330,000 active; AID 492947, 2010;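 also: potency is read from the fitted curve at half-maximal effect; 0% = DMSO controls and full agonism = EC100 isoproterenol or metaproterenol; nearly all actives have a fitted effect of over 65% in size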
Target sequence (P07550 whole entry, looked up): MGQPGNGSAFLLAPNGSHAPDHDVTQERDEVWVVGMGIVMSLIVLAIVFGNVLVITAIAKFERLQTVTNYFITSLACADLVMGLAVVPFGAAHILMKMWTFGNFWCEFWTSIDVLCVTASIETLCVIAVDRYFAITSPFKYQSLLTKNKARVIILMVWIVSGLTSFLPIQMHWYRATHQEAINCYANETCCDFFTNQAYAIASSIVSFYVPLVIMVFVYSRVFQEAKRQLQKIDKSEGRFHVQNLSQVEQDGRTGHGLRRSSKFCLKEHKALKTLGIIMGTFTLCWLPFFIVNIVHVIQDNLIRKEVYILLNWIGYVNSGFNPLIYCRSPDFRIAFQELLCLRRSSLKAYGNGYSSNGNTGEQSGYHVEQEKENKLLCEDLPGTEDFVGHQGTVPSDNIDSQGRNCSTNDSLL
KCNH2 3.1 block – qHTS for Inhibitors of KCHN2 3.1: Mutant qHTS. Potassium voltage-gated channel subfamily H member 2, brain isoform KCNH2 3.1 (human). activity change, % (tested at about 1.8 µM). 0.95% of 340,000 active. AID 720553, 2013. U2OS KCNH2 3.1, thallium flux FluxOr; active compounds read low;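 active = maximum activity change below -70%; inconclusive = maximum activity change from -70% to -50%; inactive = maximum activity change above -50%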;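 also: thallium influx rate constant from kinetic fluorescence after stimulation buffer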
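Kinetic fluorescence (2 min after stimulation buffer) measures Tl+ influx through KCNH2 3.1 expressed by viral transduction in U2OS cells; the rate constant is normalized against DMSO controls serving as positive and negative references.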
BCR signal inh – qHTS Assay to Find Inhibitors of Chronic Active B-Cell Receptor Signaling | Potency, µM (highest dose often 46.1 µM), inactives show at the highest dose ratio change, negative = lower green/red ratio, hits mostly inhibitors | ABC-DLBCL IkBa-CBG/CBR reporter, luminescence ratio, 4 h | 0.05% of 340,000 active; active = well fitted inhibition curve with a large enough effect in the signal ratio, with a control signal flat, not every such curve was filed as active; inconclusive = small, poorly fitted or top-dose-only effect, or effect the other way, or a change in a side signal; the % refers to the signal ratio;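 also: potency is read from the fitted curve at half-maximal effect; plate controls were basal doxycycline-induced cells for no effect and cells given 10 µM MG132 for full effect; MG132 reads +100%, hits lower the ratio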
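TMD8 ABC-DLBCL cells carrying doxycycline-inducible green luciferase fused to IkappaBalpha plus unfused red luciferase were exposed to compounds (up to 46 uM) for 4 hrs at 37C. Activity came from the overlap-corrected green/red luminescence ratio.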
GALK inhibitor – qHTS Assay for Inhibitors of Human Galactokinase (GALK); Purified GALK, Kinase-Glo residual ATP luminescence; Potency, µM (series often up to 57.5 µM), without a hit: at the top dose activity change, negative = inhibition, most hits filed as inhibitors; 0.007% of 270,000 active; also: potency is read from the fitted curve at half-maximal effect
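The enzyme phosphorylates galactose (100 uM) using ATP (35 uM); inhibition is detected as higher residual ATP, quantified by bioluminescence after 1 h reaction at room temperature, pH 8.0.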
PKM2 activator – qHTS Assay for Activators of Human Muscle isoform 2 Pyruvate Kinase | Pyruvate kinase PKM (Homo sapiens), P14618 | purified PKM2, Kinase-Glo ATP luminescence, activation; response scale: 0% is enzyme alone, no compound | Potency, µM (doses to about 57.5 µM), for inactives: at the highest dose activation, most hits filed as activators | 0.34% of 260,000 active | AID 1631, 2009; also: potency is read from the fitted curve at half-maximal effect; nearly all actives have a fitted effect of over 55% in size
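Kinase-Glo luminescence reports ATP generated from ADP (0.1 mM) and PEP (0.5 mM) by purified hPK-M2 after 1 h at room temperature, pH 7.2 imidazole buffer; intermediate enzyme activity allows detecting inhibitors and activators.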
Giardia killer – Small Molecules that selectively kill Giardia lamblia: qHTS. Giardia lamblia trophozoite viability. activity change, % at 7.66 µM, hits read low. 0.15% of 340,000 active; in the data active = activity change below about -80%; inconclusive = between about -30% and that limit;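 also: parasites exposed to compound for two days anaerobically before the ATP read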
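Compounds were tested on trophozoites seeded at 100 cells/well and held 48 hrs at 37 deg C anaerobically. An ATP-based luminescent kit measured the remaining live cells.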
* = called active by the depositor; ? = inconclusive; · = no result given. Unless noted, calls follow the shape of the dose curve; as a rule, active = well fitted curve in the direction sought with a large enough effect; inconclusive = small, poorly fitted or top-dose-only effect, or another doubt; inactive = no such curve, though single readings can be large; an effect the other way counts as inactive or inconclusive. Unless noted, % is scaled to controls: 0 for no effect and ±100 for the full control effect.

SMILES | USP2a inh | FBPA coupling cs | KCNH2 WT inh | Eya2 phos inh | uPA generation | B2AR arrestin | KCNH2 3.1 block | BCR signal inh | GALK inhibitor | PKM2 activator | Giardia killer
CN1CCOCCOCCN(C)C1=O | 1% | -1 | -7 | 26% | 3% | 0.2% | -20 | -1% | -1% | -6% | -10
CSCC[C@H](NC(=O)[C@@H]1Cc2ccccc2CN1)C(=O)NC(C)c1ccccc1 (some centres not stated) | 4% | 4 | 3 | -10% | -1% | 0.1% | 0 | 0% | 8% | · | -27
O=C(Nc1ccc(/C=C/c2nc3ccccc3o2)cc1)c1ccc(F)cc1 | 2% | 2 | 0 | 4% | 4% | -2.5% | -3 | 4% | -2% | 2% | -9
Cc1cc2nnc(SCCCCN3C(=O)c4ccccc4C3=O)n2c2ccccc12 | 1% | 2 | · | -1% | · | -0.4% | · | 2% | -3% | 0% | ·
O=C(Cn1c(=O)oc2ccc(Cl)cc21)NC1CCCCC1 | 1% | · | -11 | 8% | 18% | 0.8% | -6 | 0% | 0% | · | 1
COc1cccc(N(C(=O)c2cccs2)c2nc3ccccc3s2)c1 | -1% | 1 | 3 | -11% | 12% | -0.4% | -7 | ? | 0% | 2% | 0
CCOC(=O)N1CCC(N(CCN(C)C)C(=S)Nc2ccccc2OC)CC1 | -1% | 3 | 0 | 0% | 0% | 0.0% | -4 | 7% | 1% | 2% | -5
O=C(NCCc1ccc(F)cc1)c1ccc2nccnc2c1 | -3% | · | -25 | 5% | -20% | -0.1% | -11 | ? | · | · | -14
N=c1n(Cc2ccccc2)c2ccccc2n1CC(O)COc1ccc(Cl)cc1Cl (configuration not stated) | 3% | -1 | -11 | -22% | -3% | -0.3% | -37 | ? | 3% | -3% | 10
Cc1cc(C(=O)OCC(=O)N2CCCCCC2)ccc1[N+](=O)[O-] | -1% | · | -13 | -5% | -8% | 0.0% | 3 | 0% | · | · | -29
Cc1cc(=O)[nH]c(N2CCN(C(c3ccccc3)c3ccccc3)CC2)n1 | 2% | 5 | -11 | 11% | 4% | 0.2% | -22 | 3% | -3% | -1% | 4
Nc1nc(N2CCCCC2)nc(N(c2ccccc2)c2ccccc2)n1 | 1% | 0 | 14 | -6% | -6% | -0.1% | -44 | -6% | -3% | -3% | -10
CN(CC(=O)Nc1c(Cl)cccc1Cl)C(=O)C1=COCCO1 | 4% | · | -1 | 12% | 1% | -0.2% | 1 | ? | · | · | 8
O=S(=O)(NCC1(N2CCOCC2)CCCCC1)c1ccc(Cl)cc1C(F)(F)F | 2% | · | 0 | -24% | 8% | -0.3% | · | 12% | -3% | 0% | 16
CCC(=O)c1ccc(Oc2ccc(C(=O)c3ccc(C)cc3)cc2[N+](=O)[O-])cc1 | 3% | -6 | 2 | 4% | 2% | -0.1% | -12 | -1% | 0% | 1% | -10
CCOC(=O)C1=C(CC)OC(N)=C(C#N)C1c1ccc(OC)c(OC)c1OC (configuration not stated) | -1% | 1 | -1 | 7% | · | -0.9% | -10 | -12% | 0% | 0% | -2
CCCCNC(=O)c1sc(=S)n2c1[nH]c(=O)c1ccc(C(=O)NCCc3ccc(OC)c(OC)c3)cc12 | 2% | · | -6 | -2% | 5% | -0.6% | -8 | 2% | -18% | · | -5
CC(C)C(NC(=O)c1ccc(F)cc1)C(=O)NC1(C)CCS(=O)(=O)C1 (configuration not stated) | 0% | · | -3 | -6% | 10% | 0.4% | -3 | 7% | · | · | -8
O=C(CN1CCCCCC1)Nc1cccc(NC(=O)CN2CCCCCC2)c1 | 1% | -3 | 1 | -1% | -27% | -0.3% | 1 | -14% | 4% | 0% | 14
CCC(=O)Nc1cccc(-n2nnnc2SCC(=O)N2CCCCC2)c1 | 0% | 2 | 5 | -2% | 0% | -0.2% | 16 | 3% | 2% | 15% | -8
CN(C(=O)c1ccc(OC2CCN(CCc3ccccc3)CC2)cc1)C1CCCCC1 | 0% | 2 | · | -4% | -11% | 0.1% | 5 | 2% | 10% | 0% | 24
Cc1cc(Nc2ccccc2)c2c([N+](=O)[O-])ccc(C)c2n1 | 4% | 0 | 4 | -11% | -8% | 6.9% | · | ? | 0% | 2% | ?
CCOc1cc(/C=N/O)cc(Br)c1OCc1ccc(Cl)cc1 | -5% | -8 | 17 | -8% | -2% | -0.8% | -27 | 3% | 0% | -6% | -3
CCC(NC(=O)NNC(=O)c1ccncc1)(C(F)(F)F)C(F)(F)F | -1% | 4 | -4 | -1% | -3% | 0.4% | -2 | -23% | -3% | 3% | 7
C[C@H](NC(=O)c1ncn(C)c1C(=O)N[C@@H](C)c1ccccc1)c1ccccc1 | -5% | · | 7 | -29% | 21% | 0.0% | 11 | ? | · | · | 2
O=Cc1cccn1-c1cccc([N+](=O)[O-])c1 | 0% | 0 | -27 | 17% | 0% | -1.0% | 2 | ? | 4% | 0% | -12
O=C(Nc1ccccc1)Nc1nc(-c2ccccc2)cs1 | -4% | 0 | 3 | 5% | 8% | 3.1% | 20 | ? | -1% | 0% | -14
O=C(Cc1c(F)cccc1Cl)NC1=NCCS1 | -2% | -1 | 4 | 12% | 2% | -0.2% | 5 | ? | 10% | 2% | -2
Cc1nn(CC(=O)NNC(=S)NCC2CCCO2)c(C)c1Br (configuration not stated) | 3% | · | 1 | -1% | 4% | 0.1% | 21 | ? | 9% | 4% | 0
COC(=O)c1ccc(CNC(=O)c2ccc3oc(C(C)C)nc3c2)cc1 | 4% | · | 13 | 0% | 1% | -0.1% | 7 | 2% | -2% | -7% | -7
COc1cc(Cl)c(C)cc1NC(=O)COc1ccc(C)nc1[N+](=O)[O-] | -1% | · | 4 | -29% | 3% | -0.3% | -1 | 0% | · | · | -4
C=CCOc1nc2c(c(=O)n(C)c(=O)n2C)n1Cc1c(Cl)cccc1Cl | 3% | -7 | 2 | 7% | 0% | 0.5% | 2 | 0% | -5% | -8% | 12
O=C(c1cccc(S(=O)(=O)NCc2ccccc2)c1)N1CCN(c2cccc(C(F)(F)F)c2)CC1 | -6% | · | -16 | -6% | -9% | -0.7% | · | ? | -5% | -2% | 0
COc1ccc(OC)c(C(=O)NC(CC(N)=O)c2ccc(N3CCN(c4ccccc4)CC3)c([N+](=O)[O-])c2)c1 (configuration not stated) | 3% | -2 | -10 | 5% | 7% | -1.0% | 9 | -14% | · | 5% | -23
C=CCn1c(C)cc(C(=O)CSc2nc(N)cc(N)n2)c1C | 3% | 0 | -20 | 1% | -2% | -0.2% | 9 | -2% | 8% | 1% | -2
O=C(NCCCCCCNC(=O)c1cncc(O)c1)c1cncc(O)c1 | 9% | 1 | -6 | -6% | 1% | -0.2% | 10 | 4% | -3% | 9% | -11
CCOC(=O)c1c(-c2ccccc2)oc2ccc(OC(C)C(=O)O)cc12 (configuration not stated) | 1% | 21 | -6 | -3% | -3% | 0.4% | 6 | ? | -4% | -1% | -13
COc1ccccc1-c1cc(C(=O)NCCCn2ccnc2)no1 | -3% | 5 | 2 | 8% | · | 0.3% | 15 | ? | -3% | -13% | 2
CSCc1ccc(C(=O)Nc2cc(C)cc(C)c2)cc1 | -6% | -1 | -4 | 1% | -6% | 0.5% | 4 | ? | -1% | -7% | -15
CCN(C(=O)COC(=O)CCCN1C(=O)c2cccc3cccc(c23)C1=O)C1CCS(=O)(=O)C1 (configuration not stated) | 4% | · | -6 | -7% | -2% | 0.4% | 6 | ? | · | · | 10
CC(C)Cn1cnc2sc3c(c2c1=N)CCCC3 | 2% | 6 | -2 | 2% | -12% | 0.2% | -18 | ? | 1% | -14% | 9
COc1ccc(S(=O)(=O)N2CCN(C(=O)C3CCC3)CC2)cc1 | 3% | · | -1 | -8% | -1% | 0.0% | -29 | 1% | · | · | -16
Cc1cc(CNC(=O)C2CCC(=O)N(Cc3ccccc3F)C2)on1 (configuration not stated) | 2% | 0 | -12 | 15% | -6% | -0.8% | 4 | 3% | 1% | 2% | 19
COc1ccc(N2CCN(c3ncnc4c3[nH]c3ccccc34)CC2)cc1 | · | 0 | -13 | · | -12% | · | 1 | · | 4% | -1% | 2
CCOc1ccccc1NC(=O)C1CCN(C(=O)NCc2ccccc2)CC1 | -1% | 2 | -1 | -4% | -2% | -1.1% | -32 | 11% | 1% | -4% | 3
N#Cc1nc(-c2ccco2)oc1N1CCN(c2cccc(Cl)c2)CC1 | 1% | 2 | -15 | 10% | 1% | -0.1% | -6 | ? | 0% | -1% | 6
